# PTHR1 ag – activates the human parathyroid hormone receptor PTHR1; Q03431; Potency, µM (series often up to 115 µM), for the others: top-dose activation, hits mostly activators; AID 743266; 410,000 compounds, 0.075% hits; HEK293 GP2 PTHR1 cells, GloSensor cAMP luminescence, 1 h; note: potency is the fitted concentration of half-maximal effect; nearly all actives have a fitted effect of over 55% in size; some results filed as inactive show a strong effect at the top dose; inactives centre near -15; many of its hits are not listed in these tables
# Target sequence (Q03431 whole entry, looked up): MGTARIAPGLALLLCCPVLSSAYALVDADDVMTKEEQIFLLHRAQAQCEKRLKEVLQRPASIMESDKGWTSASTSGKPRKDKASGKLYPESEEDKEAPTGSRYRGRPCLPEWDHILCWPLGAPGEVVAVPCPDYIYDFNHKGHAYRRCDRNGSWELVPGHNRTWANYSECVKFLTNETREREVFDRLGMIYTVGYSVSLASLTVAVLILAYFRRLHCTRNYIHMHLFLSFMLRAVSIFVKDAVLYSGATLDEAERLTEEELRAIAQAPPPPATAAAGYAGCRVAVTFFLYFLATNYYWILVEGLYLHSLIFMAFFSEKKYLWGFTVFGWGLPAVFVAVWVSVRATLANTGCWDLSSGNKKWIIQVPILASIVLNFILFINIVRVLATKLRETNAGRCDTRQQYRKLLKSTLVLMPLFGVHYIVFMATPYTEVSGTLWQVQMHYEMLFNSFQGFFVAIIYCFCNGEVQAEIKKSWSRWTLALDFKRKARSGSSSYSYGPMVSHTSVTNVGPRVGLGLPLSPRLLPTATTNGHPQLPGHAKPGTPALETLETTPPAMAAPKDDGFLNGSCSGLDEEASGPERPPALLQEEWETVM
#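 HEK-293-derived GP2 cells expressing PTHR1 and a GloSensor cAMP reporter, 3,000/well, plated overnight, given luciferin plus IBMX (each 0.5 mM as added) for 1 h at 37 °C, then compound for 1 h at 37 °C. Luminescence was read after 15 min at room temperature.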
# HEK293 tox – cytotoxicity counter-screen for GLP-1 receptor inverse agonists; HEK293 cAMP-luciferase reporter cells, luminescence, 24 h; Potency, µM (series often up to 38.3 µM), inactives show at the top dose activity change, negative = inhibition, actives largely listed as inhibitors; 410,000 compounds, 0.13% hits;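 note: loss of luciferase light is scored as toxicity; potency is the fitted concentration of half-maximal effect; % is set by controls: 0 for no effect and ±100 for the full control effect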
#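 Cells in DMEM/10% Nu serum/1% pen-strep, 1536-well format. Pre-incubated 12 h, dosed with 23 nL compound, incubated a further 24 h. Luciferase detection, 12 min at room temp, luminescence.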
# GLP-1R agonist – GLP-1 receptor (human) agonism | HEK293 GLP-1R CRE-luciferase, luminescence, 4-6 h; cells express a hypersensitive GLP-1R form | Potency, µM (series often up to 45.6 µM), without a hit: at the highest dose activation, hits mostly activators | 380,000 compounds, 0.007% hits; note: potency is the fitted concentration of half-maximal effect; % of control where 0% means no effect
# Target sequence (P43220 whole entry, looked up): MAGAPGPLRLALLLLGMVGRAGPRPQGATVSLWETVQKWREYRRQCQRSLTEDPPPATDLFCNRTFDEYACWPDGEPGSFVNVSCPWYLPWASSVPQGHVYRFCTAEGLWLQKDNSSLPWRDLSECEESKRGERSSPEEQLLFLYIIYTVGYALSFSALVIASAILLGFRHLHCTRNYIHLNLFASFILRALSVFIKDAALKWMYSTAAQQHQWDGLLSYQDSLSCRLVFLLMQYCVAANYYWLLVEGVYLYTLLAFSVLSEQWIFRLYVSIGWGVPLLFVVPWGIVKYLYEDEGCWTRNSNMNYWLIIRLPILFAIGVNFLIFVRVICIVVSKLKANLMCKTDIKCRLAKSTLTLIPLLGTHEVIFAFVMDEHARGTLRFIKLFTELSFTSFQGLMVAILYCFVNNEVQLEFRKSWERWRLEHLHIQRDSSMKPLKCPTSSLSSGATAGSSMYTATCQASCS
# DRD3 antagonist – D3 dopamine receptor (human) antagonism; 360,000 compounds, 2.5% hits; max response, negative = inhibition, %; D3R cells, DiscoveRx beta-arrestin luminescence, antagonist mode; hits give low values; in the data active = max response below about -50%; inconclusive = no clear call, values can overlap the other calls; note: % is set by controls: 0 for no effect and ±100 for the full control effect; mostly tested at two doses, the higher about 12 µM
#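 Cells plated overnight at 1500 cells/well, then exposed to library compounds with dopamine controls for 90 minutes at 37 degrees C. DiscoveRx reagent added for 30–60 minutes at room temperature; luminescence read, quantitative HTS format.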
# D3 ag – activates the human D3 dopamine receptor; P35462; D3R DiscoveRx beta-arrestin cells, luminescence, 90 min; max activation, %; 410,000 compounds, 0.58% hits; AID 652048; in the data active = max activation above about 30%; note: 0% is about no effect; mostly tested at two doses, the higher about 12 µM
#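 Agonist-mode cell screen: cells plated at 1500/well and incubated overnight at 37 °C, then exposed to library compounds for 90 min at 37 °C. Detection reagent was added for 30–60 min at room temperature, and luminescence was read.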
# TDP43 rescue – rescues yeast growth from TDP-43 toxicity. TDP-43 expressing yeast growth rescue, BacTiter-Glo, 24 h. Potency, µM (highest dose often 46.1 µM), for inactives: at the top dose growth rescue (activation), hits mostly activators. 410,000 compounds, 1.8% hits; note: potency is the fitted concentration of half-maximal effect; % of control where 0% means no effect; nearly all actives have a fitted effect of over 50% in size
#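 Cell-based yeast growth screen: TDP-43 expression induced in galactose, inoculum OD600=0.02 after raffinose pregrowth to mid-log. Read-out BacTiter-Glo luminescence at 24 hr, 30 deg C; inhibition of toxicity seen as signal increase.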
# KB-V1 MDR tox – kills drug-selected multidrug resistant KB-V1 cells | Potency, µM (series often up to 46.1 µM), without a hit: at the top dose activity change, negative = cytotoxicity, hits mostly cytotoxic | KB-V1 MDR cells viability, CellTiter-Glo, 72 h | AID 1347076 | 400,000 compounds, 3.4% hits; note: potency is the fitted concentration of half-maximal effect; % is set by controls: 0 for no effect and ±100 for the full control effect; nearly all actives have a fitted effect of over 60% in size
#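 Following 72 h at 37 degrees C with compound, KB-V1 cell viability was read by CellTiter-Glo luminescence, medium being phenol-red-free DMEM plus 10% FBS; concentration-response parameters came from normalized, curve-fitted qHTS data.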
# aSyn rescue – alpha-synuclein toxicity inhibition in yeast. Yeast expressing alpha-synuclein, growth rescue, BacTiter-Glo, 24 h. AID 652106. Potency, µM (series often up to 46.1 µM), inactives show at the highest dose growth rescue (activation), actives largely listed as activators. 370,000 compounds, 0.14% hits; note: potency is the fitted concentration of half-maximal effect; % of control where 0% means no effect; nearly all actives have a fitted effect of over 65% in size
#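 Readout is rescue of growth in alpha-synuclein-expressing yeast, so inhibitors of toxicity appear as activators. Growth after 24 hr at 30 deg C in galactose medium is quantified by luminescence.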
# GLP-1R inv ag – acts as inverse agonist at human GLP-1 receptor; P43220; Potency, µM (titrated, usually from 38.3 µM), for the others: top-dose activity change, negative = inhibition, actives largely listed as inhibitors; 410,000 compounds, 1.6% hits; AID 624417; HEK293 GLP-1R CRE-luciferase, luminescence, 24 h; GLP-1R form is constitutively active; note: potency is the fitted concentration of half-maximal effect; % is set by controls: 0 for no effect and ±100 for the full control effect; nearly all actives have a fitted effect of over 55% in size
#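 Inverse agonists were sought by their lowering of basal cAMP reporter luciferase output in HEK293 cells stably carrying constitutively active human GLP-1R, after 24 h compound treatment.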
# * marks the source's active call; other numbers are inactive results; i = inactive; ? = inconclusive; / = no result given; & = joins results of further samples; [ ] = remark or other dose. Unless noted, calls come from the whole dose curve; as a rule, active = well fitted curve in the direction sought with a large enough effect; inconclusive = small, poorly fitted or top-dose-only effect, or another doubt; inactive = no such curve, though single readings can be large; an effect the other way counts as inactive or inconclusive.
SMILES,PTHR1 ag,HEK293 tox,GLP-1R agonist,DRD3 antagonist,D3 ag,TDP43 rescue,KB-V1 MDR tox,aSyn rescue,GLP-1R inv ag
CCOC(=O)CSC1=C(C#N)C(c2ccccc2C)C2=C(CCCC2=O)N1 (stereo not given),i,1%,-6%,-3,0,12%,12%,-4%,9%
Cc1ccc(S(=O)(=O)CCC(=O)Nc2ccccc2Cl)cc1,-22%,0%,-2%,-16,-3,14%,-1%,-4%,17%
O=C(CN1CCN(Cc2ccc(Cl)cc2)CC1)N/N=C/c1ccccc1F,-21%,-8%,12%,18,-9,12%,?,4%,?
O=C(CSC1=Nc2ccccc2N=C(c2ccc(F)cc2)C1)NCc1ccc(F)cc1,-24%,1%,0%,/,-13,-4%,?,/,14%
Cn1ncc(Cl)c1C(=O)N/N=C/c1ccccn1,i,-10%,-9%,10,7,21%,0%,?,7%
CCC(C)NC(=O)CN(c1cc(C)ccc1OC)S(C)(=O)=O (stereo not given),-1%[57.5 µM],-6%,3%,4,-1,-11%,8%,1%,7%
Cc1ccccc1OCC(=O)NCC(=O)OCC(=O)c1ccc2ccccc2c1,i,-22%,-8%,-27,1,-11%,?,0%&-4%,9%
CCOC(=O)CS(=O)(=O)c1ccc2ccccc2c1,-6%[57.5 µM],-3%,-8%,-17,1,10%,10%,1%,1%
CCOC(=O)c1[nH]c(C)c(C(=O)OCc2ccccc2F)c1C,-55%[inhibitor],?,17%,4,-19,8%,2.3µM*,-13%,?
NC(=O)c1cc([N+](=O)[O-])ccc1NCc1ccc(N)cc1,i,-16%,21%,27,17,?,11%,-1%,69%[activator]
COc1ccc(CCN(C(=O)c2cccc(F)c2)C2CC(=O)N(c3ccccc3)C2=O)cc1 (stereo not given),i,-4%,0%,1,-2,18%,?,10%,-3%
COc1ccccc1NC(=O)NC1(C(=O)N2CCN(C)CC2)CCCCC1,i,-1%,9%,1,4,3%,?,7%,-4%
Cc1ccc(C)c(OCC(=O)NCC2COc3ccccc3O2)c1 (stereo not given),i,-23%,14%,9,-2,?,2%,7%,?
Cc1ccc(Cl)cc1N1CCN(S(=O)(=O)c2c(C(=O)N3CCOCC3)c(C)n(C)c2C)CC1,-11%,-6%,11%,-10,0,-11%,3%,-1%,?
O=C(NC(N1CCCCCC1)C(Cl)(Cl)Cl)c1ccccc1Cl (stereo not given),-4%,4%,-4%,-5,2,-4%,-1%,-12%,14%
COc1ccc(C(=O)N/N=C/c2ccc(N3CCOCC3)o2)cc1OC,i,5%,1%,-3,-1,-8%,-8%,8%,-18%
CC(C)(C)c1ccc(OCCCC(=O)N2CCOCC2)cc1,-37%[inhibitor],-23%,18%,5,-1,13%,11%,5%,-29%
CCOC(=O)/C=C1\SCC(=O)N1CC(=O)Nc1ccc(C(C)C)cc1,i,3%,-16%,0,-18,-1%,-22%,0%,?
Cc1ccc(-n2ncc(C(=O)NC3CC3)c2C2CCN(C(=O)OC(C)(C)C)CC2)cc1,i,-4%,1%,16,3,2%,7%,3%,?
Cn1c(=O)c2c(=O)cc(NNC(=O)CC#N)[nH]c2n(C)c1=O,i,5%,-6%,3,3,2%,13%,7%,13%
Cc1cccc(C(=O)Nc2cccc(C(=O)OCc3cc(=O)n4nc(C5CC5)sc4n3)c2)c1,-45%[inhibitor],-9%,/,/,9,16%,18%,/,30%
O=C(O)c1c(Cl)c(Cl)c(Cl)c(Cl)c1C(=O)OCC1CCCO1 (stereo not given),i,-24%,-3%,30,3,16%,16%,-2%,12%
Cc1ccc(C)c(S(=O)(=O)N(C)c2ccc(OC(=O)C3CCN(C(=O)Nc4ccccc4)CC3)cc2)c1,-21%,-13%,-1%,11,3,14%,8%,3%,-11%
Cc1c(N2C(=O)CSC2c2ccc(F)cc2)c(=O)n(-c2ccccc2)n1C (stereo not given),-62%[inhibitor],-11%,27%,1,4,-25%,4%,-2%,10%
CCC(=O)N1CCc2cc(S(=O)(=O)N3CCCC3)ccc21,i,3%,3%,1,-3,15%,14%,-4%,15%
CCOC(=O)C(NC(=O)Nc1ccccc1)(OCC)C(F)(F)F (stereo not given),0%,1%,-4%,-2,-3,-6%,-9%,-4%,2%
CC(C)n1c2ccccc2c2nnc(SCC(=O)Nc3ccccc3C(=O)O)nc21,i,2%,1%,3,5,14%,9%,15%,71%[activator]
COc1cccc(NC(=S)N(CCCN2CCN(C)CC2)Cc2ccco2)c1,i,-5%,-1%,-20,-14,0%,-23%,1%,?
Cc1nc(N2CCN(Cc3ccccc3)CC2)nc2c1C(=O)CC(C)C2 (stereo not given),-12%[57.5 µM],4%,13%,-60*,-1,-2%,21µM*,6%,0%
N/C(=N\OC(=O)c1ccc(Cl)cc1)c1nonc1N,i,1%,-14%,-9,-4,14%,15%,-23%,2%

# Reprinted from the part before: 2 compounds; new compounds follow.
SMILES,PTHR1 ag,HEK293 tox,GLP-1R agonist,DRD3 antagonist,D3 ag,TDP43 rescue,KB-V1 MDR tox,aSyn rescue,GLP-1R inv ag
Cc1nc(N2CCN(Cc3ccccc3)CC2)nc2c1C(=O)CC(C)C2 (stereo not given),-12%[57.5 µM],4%,13%,-60*,-1,-2%,21µM*,6%,0%
N/C(=N\OC(=O)c1ccc(Cl)cc1)c1nonc1N,i,1%,-14%,-9,-4,14%,15%,-23%,2%
O=C(COC(=O)Cc1ccc(Br)cc1)Nc1ccc(N2CCOCC2)cc1,i,13%,8%,0,-4,2%,0%,-1%,20%
Cc1ccc2oc(C(=O)Nc3c(C(=O)c4ccc(C)c(F)c4)oc4ccccc34)cc(=O)c2c1,i,-1%,/,/,-11,?,8%,/,-9%
O=C(Nc1nc(-c2ccc3c(c2)Cc2ccccc2-3)cs1)c1ccccc1,i,17%,-9%,3,7,-1%,12%,-1%,26%
OCCC1CN(Cc2cccc(F)c2F)CCN1CCc1ccccc1 (stereo not given),-21%,-14%,-2%,-19,-13,14%,12%,3%,-19%
CCC(C)[C@H]1CNC(=S)N1CCc1cc(C(F)(F)F)cc(C(F)(F)F)c1 (stereo not given in full),-60%[inhibitor],?,5%,-16,-2,30%,10%,-13%,?
Cc1c(C(=O)O)nn(-c2ccccc2)c(=O)c1C#N,i,14%,-4%,-6,-9,-13%,9%,1%,3%
Cn1ccnc1SC(C(=O)O)c1ccccc1 (stereo not given),-15%,2%,1%,0,-9,-1%,10%,-16%,-3%
COc1ccccc1NC(=O)Cn1c(CCC(=O)O)ccc1-c1ccc(C)cc1,-9%,-18%,11%,-9,8,2%,4%,21%,-6%
COC(=O)C1=NNC2(C)C(=O)N(c3ccc(C)cc3)C(=O)C12 (stereo not given),19%,-5%,4%,-3,3,2%,5%,-5%,2%
Cc1cc(Nc2cccc(Cl)c2)nc2ccc(NC(=O)c3ccc(F)cc3Cl)cc12,-8%,-25%,-13%,/,6,20µM*,2%,/,?
CCNC(=S)N1CCN(c2ccc([N+](=O)[O-])cc2)CC1,-14%,?,2%,-5,-2,5%,-13%,-3%,11%
COC(=O)CC1Oc2ccccc2N(Cc2ccc(C)cc2)C1=O (stereo not given),i,0%,10%,-11,-4,-2%,-10%,-15%,?
O=C(NC1CCS(=O)(=O)C1)c1cn(-c2ccccc2)nc1-c1ccccc1 (stereo not given),i,-1%,0%,?,-17,-12%,-11%,-3%,10%
CCc1ccccc1NC(=O)c1ccoc1C,-24%[57.5 µM],4%,-6%,15,-1,?,0%,-9%,-2%
CCCC(=O)N1CCN(c2ccc(NC(=O)c3cc4ccccc4o3)cc2)CC1,-35%[inhibitor],1%,10%,2,8,13%,-19%,-11%,18%
CCOc1ccccc1NC(=O)C(C)Sc1nc2c(c(=O)[nH]1)CCCC2 (stereo not given),-9%,3%,/,/,2,27%,-3%,/,-3%
O=C(Nc1ccccc1)N1CCC(c2ccccc2)C1 (stereo not given),i,8%,8%,-8,-2,28%,-2%,-5%,-6%
CCn1c(=O)c2sccc2n2c(CCC(=O)N3CCN(c4ccc(C(C)=O)cc4)CC3)nnc12,-18%,-3%,1%,/,5,12%,?,/,12%
COc1cccc(C(=O)NCCN2C(=O)S/C(=C/c3cccs3)C2=O)c1OC,-27%,-2%[7.66 µM],-1%,17,3,?,-10%,6%,11%[7.66 µM]
O=C(Nc1ccccc1F)C1C2C=CC3(O2)C1C(=O)N(c1cccnc1)C3C(=O)NC1CCCCC1 (stereo not given),i,-15%,-3%,0,5,8%,25%,0%,6%
O=C(CSc1nc(-c2ccco2)nc2cc(=O)[nH]n12)Nc1ccc(F)cc1,-9%,-2%,/,/,5,6%,20%,/,4%
CCCCn1c(N)c(N(CC(C)C)C(=O)c2cnc(C)cn2)c(=O)[nH]c1=O,-14%,1%,-8%,10,0,6%,-2%,3%,7%
CC(=O)Oc1cccc(C2=CC(=O)CC(C)(C)C2=O)c1,-22%,-3%,3%,-26,-8,17%,29%,-1%,5%
CCCn1c(SCC(=O)N(C)CC(=O)Nc2ccc(C)cc2)n[nH]c1=O,-22%,2%,-2%,11,-10,1%,1%,-1%,22%
CCNC(=O)C1(c2ccccc2)CCCC1,-31%[inhibitor],0%,1%,25,-7,10%,9%,-14%,-16%
Cc1ccc(-n2c(=O)c3c(C)c(C(=O)N(C)C)sc3n(CC(=O)N(C)c3ccccc3)c2=O)cc1C,-7%,3%,/,/,-9,-1%,/,/,19%
Cc1cc(C)n2nc(C(=O)Nc3ccn(Cc4ccccc4C)n3)cc2n1,-40%[inhibitor],0%,-6%,-18,16,14%,-7%,-4%,34%[activator]

# Screening results as filed in PubChem.

# Only part of the results is shown. The share of hits here may be higher or lower than overall.
